zVAD death inh: L929 zVAD cell death inhibition | L929 zVAD necroptosis rescue, ATP luminescence, 24 h; with zVAD 60 µM | viability rescue, % at 10 µM | 220,000 compounds, 0.38% hits | AID 1377;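 active means activation, scaled between plate controls, above about 75%, limit read from the data; inactive means activation under that limit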;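 further: 0% = zVAD with DMSO and 100% = DMSO alone without zVAD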
Hck-Nef inh: human Hck-Nef kinase inhibition. 220,000 compounds, 0.68% hits. AID 463187. Recombinant Hck-YEEI plus Nef, Z-Lyte FRET kinase assay. P08631. inhibition, % at 20 µM;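 active means Hck-Nef kinase inhibition above about 50%, limit read from the data; inactive means inhibition below that limit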;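 further: 0% = DMSO with Hck plus Nef and 100% = Hck alone without Nef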
hK5 inh: kallikrein 5 (human) inhibition; Q9Y337; recombinant hK5, fluorogenic AMC substrate cleavage; inhibition, % at 5 µM; 210,000 compounds, 0.59% hits;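 active means inhibition of 40% or more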;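 further: 0% = enzyme controls without compound and 100% = no-enzyme blanks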
KCC2 mod: modulators of human KCC2 chloride dependent transport; B-score of Tl+ flux slope (higher = more flux/activation; lower = inhibition) at 10 µM; 190,000 compounds, 2.2% hits; KCC2 cells, thallium flux FluoZin-2 fluorescence; AID 1456; Q9H2X9;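 active means thallium flux slope and its plate-corrected score both differing from the plate sample mean at a set confidence after two filtering rounds, in either direction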;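 further: slope of fluorescence scaled to starting intensity during 10 to 20 s after thallium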
Target sequence (Q9H2X9 whole entry, looked up): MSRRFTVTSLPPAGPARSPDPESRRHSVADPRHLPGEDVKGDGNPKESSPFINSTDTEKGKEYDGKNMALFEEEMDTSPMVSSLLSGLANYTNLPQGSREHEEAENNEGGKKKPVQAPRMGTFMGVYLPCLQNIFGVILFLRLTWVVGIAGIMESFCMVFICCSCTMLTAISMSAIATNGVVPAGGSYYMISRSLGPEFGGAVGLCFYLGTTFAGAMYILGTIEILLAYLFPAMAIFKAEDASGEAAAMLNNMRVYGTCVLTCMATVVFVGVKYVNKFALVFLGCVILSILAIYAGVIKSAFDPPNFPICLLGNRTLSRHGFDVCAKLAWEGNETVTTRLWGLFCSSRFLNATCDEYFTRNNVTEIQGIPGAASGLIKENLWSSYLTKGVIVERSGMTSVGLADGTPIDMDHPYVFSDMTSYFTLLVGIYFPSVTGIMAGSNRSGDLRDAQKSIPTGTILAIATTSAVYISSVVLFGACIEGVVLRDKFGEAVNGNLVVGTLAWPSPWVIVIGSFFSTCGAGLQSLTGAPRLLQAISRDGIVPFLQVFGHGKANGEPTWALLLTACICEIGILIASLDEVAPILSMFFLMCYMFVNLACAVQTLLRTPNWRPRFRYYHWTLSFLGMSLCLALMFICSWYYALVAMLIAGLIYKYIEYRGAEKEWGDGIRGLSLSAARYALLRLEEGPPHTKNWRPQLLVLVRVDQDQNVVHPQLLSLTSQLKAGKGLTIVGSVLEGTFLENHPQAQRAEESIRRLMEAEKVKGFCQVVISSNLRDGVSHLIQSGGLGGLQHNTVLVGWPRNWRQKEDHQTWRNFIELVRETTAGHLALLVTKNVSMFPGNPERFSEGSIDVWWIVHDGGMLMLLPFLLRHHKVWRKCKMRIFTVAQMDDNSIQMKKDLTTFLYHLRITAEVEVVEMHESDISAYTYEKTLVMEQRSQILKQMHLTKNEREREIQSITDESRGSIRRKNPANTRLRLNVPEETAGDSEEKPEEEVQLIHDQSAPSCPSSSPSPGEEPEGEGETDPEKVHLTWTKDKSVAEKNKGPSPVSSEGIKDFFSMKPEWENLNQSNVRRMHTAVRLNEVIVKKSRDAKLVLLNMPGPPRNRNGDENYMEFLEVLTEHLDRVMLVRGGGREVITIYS
Thrombin inh: inhibitors of human thrombin; alpha-thrombin, Boc-VPR-AMC fluorogenic substrate cleavage; AID 1046; 220,000 compounds, 0.26% hits; inhibition, % at 5 µM;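 active means inhibition at or above 40%; inactive means inhibition below 40%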;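 further: 0% = enzyme with no compound and 100% = wells without enzyme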
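Assay system: human alpha-thrombin enzyme. Reagent: Boc-VPR-AMC substrate, 15 µM final. Compound dosing: one concentration per compound, 5 µM, with 0.2% DMSO. Incubation: room-temperature reaction. Technique: AMC fluorescence, 355/460 nm. Measure: % inhibition relative to enzyme controls and enzyme-free blanks.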
TNF death inh: TNF-alpha cell death inhibition in Jurkat FADD-/- cells; 220,000 compounds, 0.068% hits; Jurkat FADD-/- TNF necroptosis rescue, ATP luminescence, 24 h; 0 = TNF only, 100 = no-TNF cells; activation (protection from cell death), % at 10 µM;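 active means activation, meaning protection from cell death, of at least 50% relative to plate controls; inactive means activation below 50%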;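 further: necroptosis triggered by 40 ng/mL TNF-alpha added together with compound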
Rad51 HR inh: Rad51 (human) homologous recombination inhibition. hRad51 DNA strand exchange, fluorescence dequenching. inhibition, % at 10 µM. 200,000 compounds, 0.085% hits;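 active means inhibition above 40% at the single screening dose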;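 further: 0% = DMSO control wells and 100% = blanks with heterologous ssDNA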
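material = hRad51 filaments on single-stranded DNA | timing = filaments 15 min 37 °C, then compound 30 min | signal = FRET fluorescence dequenching, excitation 485 nm, emission 520 nm | benchmarks = control wells and blank wells on each plate | evaluation = percent inhibition relative to plate controls and blanks | compound = 10 µM final, single point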
FXIa inh 1536: factor XIa (human) inhibition | inhibition, % at 5 µM | purified FXIa, Boc-Glu-Ala-Arg-AMC fluorogenic substrate | 220,000 compounds, 0.14% hits | P03951 | AID 798;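 active means inhibition of at least 40%; inactive means inhibition below 40%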;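 further: fluorescence of freed AMC excited at 355 nm; 0% = enzyme without compound and 100% = no enzyme blank; many of its hits are not listed in these tables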
FXIIa inh 1536: inhibitors of human coagulation factor XIIa | P00748 | purified FXIIa, Boc-QGR-AMC fluorogenic substrate, 2 h | inhibition, % at 5 µM | 220,000 compounds, 0.3% hits | AID 800; in the data active means inhibition above about 40%;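 further: 0% = enzyme with no compound and 100% = blank without enzyme; many of its hits are not listed in these tables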
Active calls of the source: *; x = no result given; & = joins results of further samples. The list is partial; the hit share may differ from the screen's.

SMILES	zVAD death inh	Hck-Nef inh	hK5 inh	KCC2 mod	Thrombin inh	TNF death inh	Rad51 HR inh	FXIa inh 1536	FXIIa inh 1536
COCCNC(=O)c1onc(CSc2cc(C)ccc2C)c1C(=O)O	0.3	1	-4	-0.0064	2	-1.2	0	3	15
CN1CCN(/N=C/c2nc(-c3ccccc3)n3ccccc23)CC1	0.4	4	-5	0.052	-3	1.9	-18	22	22
COCCCN(C(=O)c1cccnc1SC)c1c(N)n(Cc2ccccc2)c(=O)[nH]c1=O	0.2	1	3	1	-1	0.6	-6	-15	1
CC(Sc1nncn1C)C(=O)NCc1ccc2c(c1)OCO2 (stereo unspecified)	-0.5	2	27	0.7	77*	0.3	-12	32	28
O=C(CCn1cnnn1)Nc1ccccc1	0.5	9	x	0.64	-1	0.9	x	0	11
CCOCCCNC(=O)COC(=O)/C=C/c1ccc(S(=O)(=O)N2CCc3ccccc32)cc1	-0.1	-5	9	0.43	1	1.0	10	-2	4
O=C(O)COc1ccc(/C=N/NC(=O)Cc2ccc(Cl)cc2)cc1	2.5	-4	-3	-0.9	3	1.9	10	0	5
CC1(C)NC(=O)N(CCCSc2ccc(Cl)cc2)C1=O	0.1	-1	0	-0.91	-1	2.8	-7	1	-7
CCn1c(=O)cc(N2CCN(C(=O)c3ccco3)CC2)[nH]c1=O	-0.3	-5	5	0.53	12	1.1	x	-1	17
CCCCOc1ccc(C(=O)CCN2CCCCC2)cc1	-0.2	8	-8	0.73	-3	0.5	3	9	9
Cc1cc(C)n(CC(=O)n2c3ccccc3c3ccccc32)n1	5.4	-1	2	0.0037	-1	1.4	-2	3	7
CCn1c(SCc2ccc(F)cc2)nc2c(c1=O)SCC2	-0.9	16	-9	-3.3	-27	-4.0	9	-9	1
CCC(O)c1cc2c(cc1NC(=O)c1cccs1)OCCO2 (stereo unspecified)	-0.2	1	-4	1.3	-5	-1.3	-12	-6	8
CCC(=O)c1c[nH]c(C(=O)NCC2CCCO2)c1 (stereo unspecified)	-0.1	1	-13	x	-10	-1.2	-2	-11	-26
Cc1nc2sc(C(c3ccco3)N3CCC(C)CC3)c(O)n2n1 (stereo unspecified)	0.7	-1	0	0.49	1	0.1	-5	1	8
O=C1CCCc2sc3c(c2N1)CCCCC3	-0.5	-1	2	-0.18	4	-2.1	2	8	17
O=C1/C(=C/c2ccc(N3CCCC3)cc2)NC(=S)N1C1CC1	0.7	-4	-6	1	1	-4.4	5	2	2
S=C(NCC(c1cccnc1)N1CCOCC1)NC1CCCCC1 (stereo unspecified)	1.0	21	4	-0.059	-5	0.1	1	1	10
COc1ccc(-c2ccc(CCC(=O)O)n2Cc2ccco2)cc1	5.2	24	1	-0.59	-6	-0.1	-6	1	6
CN(C)S(=O)(=O)c1ccc(C(=O)OCC(=O)c2ccc(OC(F)F)cc2OC(F)F)cc1	-0.4	0	-18	0.41	1	-3.6	-1	3	14
C=CCCN(C(CC(C)C)C(=O)OC)S(=O)(=O)c1cc(Br)ccc1Br (stereo unspecified)	0.3	30	-3	-0.63	-1	-0.2	-6	-3	5
Cc1ccccc1CCNC(=O)C1CCN(S(=O)(=O)c2ccc(-n3cnnn3)cc2)CC1	-0.3	-2	-1	x	-7	1.2	-10	-2	-3
CCOC(=O)N1CCN(c2ccc(C(=O)c3cccc(F)c3)cc2)CC1	-0.1	-2	0	x	-6	-1.7	-1	-7	-2
CS(=O)(=O)N1CCCC(C(=O)NCCCN2CCOCC2)C1 (stereo unspecified)	0.4	1	2	x	-1	0.4	5	11	16

3 compounds out of the list above, ordered by the value under FXIIa inh 1536, largest number first.
smiles	Hck-Nef inh	hK5 inh	KCC2 mod	Thrombin inh	Rad51 HR inh	FXIa inh 1536	FXIIa inh 1536
COc1ccc(-c2ccc(CCC(=O)O)n2Cc2ccco2)cc1	24	1	-0.59	-6	-6	1	6
C=CCCN(C(CC(C)C)C(=O)OC)S(=O)(=O)c1cc(Br)ccc1Br (stereo unspecified)	30	-3	-0.63	-1	-6	-3	5
Cc1ccccc1CCNC(=O)C1CCN(S(=O)(=O)c2ccc(-n3cnnn3)cc2)CC1	-2	-1	x	-7	-10	-2	-3

Remaining list, next part.
SMILES	zVAD death inh	Hck-Nef inh	hK5 inh	KCC2 mod	Thrombin inh	TNF death inh	Rad51 HR inh	FXIa inh 1536	FXIIa inh 1536
COc1ccc(CCN=c2c([N+](=O)[O-])nn(-c3cccc(C)c3)n2O)cc1OC	0.9	-16	-4	-0.65	-3	-1.3	-4	-5	2
COc1cc2c(cc1NC(=O)c1cccc(S(=O)(=O)N(C)C)c1)oc1ccccc12	5.3	4	-11	0.072	-1	7.1	0	1	14
CC(=O)Nc1ccc(C(=O)OCC(=O)N(Cc2ccccc2)C(C)(C)C)cc1	-0.5	5	-19	-0.18	2	-1.2	-4	8	32
O=C(Nc1ccccc1F)Oc1cccc(OC(=O)Nc2ccccc2F)c1	0.5	12	-6	1.7	-6	1.1	5	-4	1
CCNC(=O)COC(=O)c1ccc(-c2nc3ccccc3s2)s1	0.9	-3	-2	-3.4	-6	-4.0	-8	-3	2
O=C(COC(=O)CNC(=O)c1ccco1)Nc1ccc(F)cc1	0.2	19	-2	0.65	3	0.8	-2	-1	9
COc1ccc(-c2cc(=O)c3c(OC)c(OC)c(OC)c(OC)c3o2)cc1OC	12	-2	-13	-0.72&-0.023	-4	-4.7	10	-3	4
CCOc1ccc(OCC)c(NC(=O)CSc2nc3c(c(=O)n(C)c(=O)n3C)n2CC)c1	0.3	4	-22	0.32	-5	-5.6	9	4	4
COc1cc(OC)cc(C(=O)NCc2cccnc2)c1	0.2	0	-23	0.62	-10	0.3	-24	-6	-15
CCc1ccc(C2C3=C(CCCC3=O)OC3=C2C(=O)CCC3)cc1	x	8	-7	0.055	1	-0.5	13	2	9
Cc1cc(C)nc(NC(=NCCc2c[nH]c3ccccc23)NC(=O)Nc2ccc(Cl)c(Cl)c2)n1	28	-2	-18	1.6	-5	4.2	-2	-7	0
CCc1cccc2c(-c3csc(=NC)n3C)c[nH]c12	0.1	24	-4	-0.0025	-14	2.6	-4	-1	-2

14 compounds out of the list, sorted by SMILES length, low to high:
SMILES	zVAD death inh	Hck-Nef inh	hK5 inh	KCC2 mod	Thrombin inh	TNF death inh	Rad51 HR inh	FXIa inh 1536	FXIIa inh 1536
COc1cc(OC)cc(C(=O)NCc2cccnc2)c1	0.2	0	-23	0.62	-10	0.3	-24	-6	-15
CCc1cccc2c(-c3csc(=NC)n3C)c[nH]c12	0.1	24	-4	-0.0025	-14	2.6	-4	-1	-2
S=C(NCC(c1cccnc1)N1CCOCC1)NC1CCCCC1 (stereo unspecified)	1.0	21	4	-0.059	-5	0.1	1	1	10
CS(=O)(=O)N1CCCC(C(=O)NCCCN2CCOCC2)C1 (stereo unspecified)	0.4	1	2	x	-1	0.4	5	11	16
O=C(COC(=O)CNC(=O)c1ccco1)Nc1ccc(F)cc1	0.2	19	-2	0.65	3	0.8	-2	-1	9
O=C(Nc1ccccc1F)Oc1cccc(OC(=O)Nc2ccccc2F)c1	0.5	12	-6	1.7	-6	1.1	5	-4	1
CCOC(=O)N1CCN(c2ccc(C(=O)c3cccc(F)c3)cc2)CC1	-0.1	-2	0	x	-6	-1.7	-1	-7	-2
C=CCCN(C(CC(C)C)C(=O)OC)S(=O)(=O)c1cc(Br)ccc1Br (stereo unspecified)	0.3	30	-3	-0.63	-1	-0.2	-6	-3	5
COc1ccc(-c2cc(=O)c3c(OC)c(OC)c(OC)c(OC)c3o2)cc1OC	12	-2	-13	-0.72&-0.023	-4	-4.7	10	-3	4
COc1cc2c(cc1NC(=O)c1cccc(S(=O)(=O)N(C)C)c1)oc1ccccc12	5.3	4	-11	0.072	-1	7.1	0	1	14
Cc1ccccc1CCNC(=O)C1CCN(S(=O)(=O)c2ccc(-n3cnnn3)cc2)CC1	-0.3	-2	-1	x	-7	1.2	-10	-2	-3
CCOc1ccc(OCC)c(NC(=O)CSc2nc3c(c(=O)n(C)c(=O)n3C)n2CC)c1	0.3	4	-22	0.32	-5	-5.6	9	4	4
CN(C)S(=O)(=O)c1ccc(C(=O)OCC(=O)c2ccc(OC(F)F)cc2OC(F)F)cc1	-0.4	0	-18	0.41	1	-3.6	-1	3	14
Cc1cc(C)nc(NC(=NCCc2c[nH]c3ccccc23)NC(=O)Nc2ccc(Cl)c(Cl)c2)n1	28	-2	-18	1.6	-5	4.2	-2	-7	0

Going on with the list:
SMILES	zVAD death inh	Hck-Nef inh	hK5 inh	KCC2 mod	Thrombin inh	TNF death inh	Rad51 HR inh	FXIa inh 1536	FXIIa inh 1536
Cc1ccccc1-c1nnc(NC(=O)c2ccc(N3C(=O)CCC3=O)cc2)s1	x	-5	7	0.47	1	1.7	x	9	17
CCOC(=O)C1=C(C)NC(SCc2cc(=O)[nH][nH]2)=C(C#N)C1c1cccs1 (stereo unspecified)	-0.3	11	-2	0.28	3	-1.1	4	-6	-1
CCOC(=O)CSc1cc(CS(C)(=O)=O)nc(-c2ccccn2)n1	2.2	29	-5	-0.48	-4	2.4	4	-2	-5
O=c1c2ccccc2ncn1-c1ccc(Cl)cc1	0.3&0.2	14&3	4	-1.2&0.036	2	0.1&0.0	18&-7	12	7
CN(C)S(=O)(=O)c1cc(NC(=O)CN2CCCc3ccccc32)ccc1Cl	2.1	19	1	-0.96	-8	0.5	2	-6	8
COc1ccc(NC(=O)c2ccccc2-c2ccccc2)c(C)c1	-0.6	-2	-28	0.26	-6	-1.3	5	-9	-5
NS(=O)(=O)c1ccc(NC(=O)N2c3ccccc3Sc3ccccc32)cc1	0.8	0	3	2.5	1	-4.1	2	0	0
O=C(O)CCC(=O)N1CCc2cc(S(=O)(=O)NC3CCCc4ccccc43)ccc21 (stereo unspecified)	0.2	1	2	0.17	-2	-2.6	2	-1	8
CC(=O)Oc1ccc(C(=O)Cc2ccccn2)c(O)c1	1.1	2	-5	-0.1	-3	1.0	-8	14	4
Cc1nc(=O)cc(-c2ccccc2)n1-c1ccccc1	0.1	0	-16	1.6	5	-1.1	5	6	13
Cc1noc(C)c1-c1nc(CSc2ccccc2)no1	-0.4	16	4	-0.6	-2	0.2	x	6	8
Cc1cnc(C(=O)Nc2nc(-c3ccccc3)cs2)cn1	0.2	3	-31	1.2	-2	0.7	-2	6	1
